Assay outcomes deposited in PubChem BioAssay by Broad Institute.
RAD54 inh = RAD54 (human) branch migration inhibition; AID 602329; 0.14% of 360,000 active; Q92698; RAD54 Holliday junction branch migration, FAM/BHQ fluorescence; inhibition, % at 10.4 µM;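 active = mean normalized replicate activity at least 40 and at least half of replicates scoring 40 or more; inconclusive = only one of the two criteria met; inactive = mean below 40 and under half of replicates reaching 40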;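 note: 0% = median of neutral control wells and 100% = median of positive control wells; inhibitors cause a drop in the FAM fluorescence signal; in these data hits start at about 50%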
Target sequence (Q92698 whole entry, looked up): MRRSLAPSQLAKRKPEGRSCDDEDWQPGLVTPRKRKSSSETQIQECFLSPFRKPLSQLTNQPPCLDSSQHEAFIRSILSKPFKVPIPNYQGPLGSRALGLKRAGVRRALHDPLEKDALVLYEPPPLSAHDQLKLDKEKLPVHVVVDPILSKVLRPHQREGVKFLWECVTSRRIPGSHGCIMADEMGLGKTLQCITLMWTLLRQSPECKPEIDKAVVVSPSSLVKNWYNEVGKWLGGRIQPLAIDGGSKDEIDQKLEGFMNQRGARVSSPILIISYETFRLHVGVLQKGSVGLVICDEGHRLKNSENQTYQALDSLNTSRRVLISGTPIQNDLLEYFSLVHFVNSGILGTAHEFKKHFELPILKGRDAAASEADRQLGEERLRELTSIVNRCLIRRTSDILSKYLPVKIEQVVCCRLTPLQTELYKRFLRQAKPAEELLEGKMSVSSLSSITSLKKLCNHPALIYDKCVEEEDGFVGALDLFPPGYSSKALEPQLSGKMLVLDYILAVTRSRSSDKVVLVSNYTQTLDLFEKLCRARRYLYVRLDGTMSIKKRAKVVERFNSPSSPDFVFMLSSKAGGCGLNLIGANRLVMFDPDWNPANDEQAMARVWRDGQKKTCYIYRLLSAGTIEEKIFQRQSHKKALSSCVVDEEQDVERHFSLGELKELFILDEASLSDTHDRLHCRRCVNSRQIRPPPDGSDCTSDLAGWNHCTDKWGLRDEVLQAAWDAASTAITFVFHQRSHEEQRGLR
Casp6 inh = blocks human caspase-6 cleavage activity; inhibition, % at 12.5 µM; purified caspase-6, Z-VEID-R110 cleavage fluorescence; AID 686996; 0.53% of 350,000 active;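 active = mean inhibition across replicates at least about 35%, with every replicate also reaching that limit, limit read from the data; inconclusive = only one of the two criteria met; inactive = neither criterion met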;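 note: 0% = median of neutral control wells and 100% = no fluorescence left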
Target sequence (P55212 24-179 limits assumed): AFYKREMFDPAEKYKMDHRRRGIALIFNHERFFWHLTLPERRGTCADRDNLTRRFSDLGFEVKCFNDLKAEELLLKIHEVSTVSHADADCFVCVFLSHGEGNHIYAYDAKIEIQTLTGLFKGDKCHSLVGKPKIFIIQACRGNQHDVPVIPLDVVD
Target sequence (P55212 194-293 limits assumed): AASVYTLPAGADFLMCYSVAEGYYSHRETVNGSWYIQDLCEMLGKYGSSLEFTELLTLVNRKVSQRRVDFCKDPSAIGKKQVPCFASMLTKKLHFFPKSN
E-selectin induc = E-selectin induction on HUVECs; P16581; HUVEC E-selectin immunofluorescence imaging; normalized: neutral wells 0, TNF-alpha wells 100; activation, % at 7.58 µM; 0.37% of 260,000 active; AID 686992;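 active = mean E-selectin-positive cell signal at least 10% of the positive control, reached in at least 60% of replicates, without over 20% cell loss; inconclusive = no rule given, readout overlaps actives, possibly toxicity-flagged; inactive = the rest, including those meeting only one limit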;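 note: in these data hits start at about 27%; measured in HUVEC primary endothelial cells; signal is the percent of cells scored E-selectin positive by PE staining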
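Assay system: HUVEC primary endothelial cells. Input: 3,000 HUVEC seeded per well. Doses: one compound dose added by pin transfer. Read-out basis: % PE-positive cells. Benchmarks: TNF-alpha high, DMSO low. Detection: immunofluorescence imaging. Buffer or medium: EGM-2, gelatin.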
RAD52 anneal inh = RAD52 (human) annealing inhibition | inhibition, % at 18.7 µM | recombinant RAD52 DNA annealing, FRET fluorescence | 0.46% of 360,000 active | AID 651710 | P43351;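 active = every replicate showing at least 50% inhibition; inconclusive = mean inhibition at least 50% but not in every replicate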
ARNT TACC3 PPI = ARNT/TACC3 interaction disruption | Q9Y6A5 | AlphaScreen His-ARNT PAS-B/GST-TACC3 binding, luminescence; TACC3 fragment carries E629A point mutation | inhibition, % at 9.99 µM | 0.66% of 390,000 active;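 active = mean inhibition of replicates at least 50% and at least half of replicates each reaching 50%; inconclusive = half or more replicates reach 50% but mean below 50%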;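 note: 0% = complete ARNT plus TACC3 wells and 100% = ARNT alone without TACC3; many hits fall short of the cut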
PglD DTNB = PglD (C. jejuni) enzyme inhibition; purified PglD enzyme, DTNB colorimetric CoA detection; inhibition, % at 12.5 µM; 0.098% of 360,000 active; AID 602405; in the data active = inhibition above about 16%, passing the limit was not always enough; inconclusive = no clear call, values can overlap the other calls; note: strong numbers were not always called active
ERp5 inh = inhibitors of human ERp5. Q15084. ERp5 insulin aggregation, absorbance 650 nm, 90 min. inhibition, % at 9.99 µM. 0.05% of 350,000 active;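 active = mean replicate inhibition above about 25%, with every replicate also reaching it, limit read from the data, passing the limit was not always enough; inconclusive = only one of those two criteria met; inactive = neither criterion met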
esBAF inh = SWI/SNF esBAF complex inhibition. 2% of 350,000 active. reporter increase, % at 12.5 µM. mouse ES cells, Bmi1-luciferase knock-in reporter, 24 h; 100% = twice the neutral-well signal; in the data active = activation above about 40%; inconclusive = no clear call, values can overlap the other calls;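 note: 0% = median of the plate's neutral control wells and 100% = double that signal; a rise in the Bmi1 reporter signal indicates esBAF inhibition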
* marks the source's active call; other numbers are inactive results; ? = inconclusive; . = not tested or not shown.

compound | RAD52 anneal inh | RAD54 inh | ARNT TACC3 PPI | PglD DTNB | Casp6 inh | esBAF inh | ERp5 inh | E-selectin induc
Cc1ncccc1C(=O)N1CCCC(CCC(=O)N2CCN(c3ccccn3)CC2)C1 (stereo unspecified) | -13 | . | -2 | . | -2 | 6 | -5 | 7.6
O=C(CN1C(=O)CSc2ccc(S(=O)(=O)N3CCOCC3)cc21)N1CCCCC1 | -7 | -5 | 1 | 1 | -3 | -5 | 1 | .
CC1=NN(C(=S)Nc2ccccc2)C(C)(C)C1 | -11 | 1 | -4 | -4 | 0 | 6 | 7 | .
CC(OC(=O)C1CCN(S(=O)(=O)c2ccc(C(C)(C)C)cc2)CC1)C(=O)N1CCOCC1 (stereo unspecified) | -10 | -4 | -9 | -3 | -1 | -21 | 2 | -0.1
O=C(NC1CCC(O)CC1)c1cc(Cl)c2c(c1)OCCO2 (stereo unspecified) | -44 | -1 | -4 | -6 | -2 | 12 | 0 | 0.9
CC(C(=O)NCc1ccc(Cl)cc1)n1cccc1C(=O)c1ccccc1 (stereo unspecified) | -10 | 3 | -5 | 0 | 3 | -7 | 5 | .
O=C(COC(=O)CNS(=O)(=O)c1ccccc1)Nc1ccc(Cl)cn1 | . | 0 | 0 | -4 | . | -1 | . | .
Cc1cc(C)cc(NC(=S)N2CCN(c3ncc(C(F)(F)F)cc3Cl)CC2)c1 | -9 | . | -5 | . | 1 | . | 7 | 0.2
CCOC(=O)C1CCCCN1Cc1ccc(F)cc1 (stereo unspecified) | -9 | 2 | -4 | 1 | -1 | 3 | 0 | .
O=C1CC(c2ccc(S(=O)(=O)NCc3ccccc3)cc2)CN1 (stereo unspecified) | -14 | 7 | . | 0 | 0 | 3 | -1 | -0.3
CCCCn1nnnc1NCc1cccs1 | -5 | . | -2 | . | 0 | -5 | -5 | .
Cc1ccc(NC(=O)C2CC(=O)N(Cc3ccccc3)C2)nc1 (stereo unspecified) | -2 | 0 | -4 | 3 | -147 | 3 | 3 | -0.3
CCCC(=O)N1CCC2(CC1)CN[C@H](CO)c1[nH]c3cc(OC)ccc3c12 | -38 | . | . | . | 17 | . | 7 | 0.0
Cc1ccc(/C=N/Nc2nc(C(C)(C)C)cs2)o1 | -11 | -1 | -3 | -1 | -2 | ? | 4 | .
O=C(Nc1ccc(S(=O)(=O)Nc2nccs2)cc1)c1cccc(S(=O)(=O)N2CCOCC2)c1 | -7 | . | -2 | 5 | -7 | -6 | -2 | 2.4
C[C@@H]1CCCCO[C@@H](CN(C)C(=O)Cc2ccccc2)[C@H](C)CN([C@@H](C)CO)C(=O)c2cc(NC(=O)Nc3cccc4ccccc34)ccc2O1 | -33 | -2 | 11 | -1 | 1 | 9 | 7 | -0.2
CCOC(=O)Cn1c(CN2CCOCC2)nc2c1c(=O)n(C)c(=O)n2C | -3 | -13 | -4 | 0 | -3 | 0 | -3 | .
Cc1onc(-c2c(F)cccc2Cl)c1-c1nnc(-c2cccc3ccccc23)o1 | -16 | -4 | . | -2 | 1 | . | 7 | 0.5
S=C(NCCc1ccc(Cl)cc1)NC1CCCC1 | -1 | . | 1 | . | -1 | . | -14 | .
CCOC(=O)C1CCN(C(=O)CSc2ccc(Cl)cc2)CC1 | . | -7 | -2 | 1 | . | 11 | . | .
C[C@@H](O)C#Cc1ccc([C@@H]2[C@H](CO)N3CCCCN(C(=O)c4cccc(F)c4)C[C@@H]23)cc1 | -10 | 3 | 4 | -8 | 0 | 5 | -2 | 0.7
CCN(CC)CCN1C(=O)c2ccccc2NC1c1cc(OC)c(OC)c(OC)c1 (stereo unspecified) | -7 | -3 | -5 | 3 | 3 | 3 | -9 | .
CCOC(=O)C1=CN(Cc2ccco2)S(=O)(=O)N(C)C1c1ccccc1 (stereo unspecified) | -10 | -2 | 3 | -3 | 6 | -4 | 6 | -0.1
CC(C)c1ccc(NC(=O)C2CCCCC2C(=O)O)cc1 (stereo unspecified) | . | 4 | -2 | 3 | . | -3 | . | .
C=CCNc1nc(C(=O)OCC(=O)c2ccc(F)cc2)cs1 | -13 | 14 | 17 | -1 | 4 | 30 | -4 | 0.1
CN(C)C(=O)C[C@@H]1C[C@@H]2c3cc(NC(=O)NC4CCCCC4)ccc3O[C@@H]2[C@H](CO)O1 | -11 | -2 | -9 | -1 | 0 | -9 | 1 | -0.3
Nc1nnc(SCC(=O)NNC(=O)c2ccc(F)cc2)s1 | -11 | -6 | -1 | 7 | 3 | -3 | 4 | 0.9
O=C(OCC(=O)N1CCN(C(=O)c2ccco2)CC1)c1ccccc1NCCO | -11 | -2 | 2 | -4 | 11 | . | 13 | -0.2
O=C(NCCS(=O)(=O)N1CCN(c2ccccc2)CC1)c1cccc(F)c1 | 3 | -3 | 2 | 1 | 1 | . | 6 | 0.0
CCOC(=O)C1CCCN(S(=O)(=O)c2cc3c(cc2Cl)NC(=O)CO3)C1 (stereo unspecified) | -5 | 12 | -2 | 2 | 2 | -5 | -3 | 0.5
COc1ccccc1-c1ccc2c(c1)O[C@H](CN(C)C(=O)c1ccncc1)[C@H](C)CN([C@@H](C)CO)S2(=O)=O | 8 | -2 | -5 | -1 | 2 | -4 | 5 | -0.2
CC(C)N(C(=O)CSc1nnc(NC(=O)Cc2cccs2)s1)C(C)C | 3 | . | 0 | . | 4 | . | 3 | 0.2
CCOC(=O)c1c(NC(=O)CSc2ncn[nH]2)sc(C(=O)N(C)C)c1C | -10 | 9 | 0 | -6 | 3 | -5 | 0 | .
O=C(CCSCCc1ccccn1)Nc1cccc([N+](=O)[O-])c1 | -12 | . | -1 | . | 3 | . | -1 | .
O=C(Nc1cccc(C(=O)NC2CC2)c1)c1ccc(F)c(S(=O)(=O)N2CCOCC2)c1 | 2 | -1 | 3 | 2 | 3 | -5 | -2 | .
CN(C)CCNc1ncnc2ccccc12 | -1 | 1 | -1 | 4 | -66 | -8 | 1 | .
CCCn1c(=N)c(S(=O)(=O)c2ccccc2)cc2c(=O)n3cccc(C)c3nc21 | -12 | -2 | 7 | -2 | -1 | 12 | 0 | 2.0
O=S1(=O)N[C@@H](Cc2ccccc2)COc2cc(N3CC[C@H](O)C3)ccc21 | 1 | . | . | . | -2 | . | 4 | -0.1
CCc1ccc(NC(=S)NCc2cccnc2)cc1 | -4 | -3 | -4 | 1 | -2 | 15 | 0 | 2.5
CC(C)(CO)NCc1ccccc1OCC(=O)Nc1ccccc1 | . | -2 | 25 | 1 | . | 12 | . | .
CCn1ccnc1CNC(=O)c1ccc2oc(CCCc3ccccc3)nc2c1 | 3 | -5 | 5 | 1 | -6 | 39 | -1 | -0.4
O=C(C[C@@H]1C[C@H]2c3cc(NC(=O)C4CCOCC4)ccc3O[C@H]2[C@H](CO)O1)NCc1ccccc1F | 2 | 16 | 4 | -4 | -1 | -1 | 3 | -0.6
Cc1c(C(=O)N2CCC(Cc3ccccc3)CC2)sc2ncnc(N3CCC(C)CC3)c12 | -16 | . | -3 | . | -1 | . | -8 | .
CCN(CC)CCN1C(=O)C(=O)/C(=C(/O)c2ccccc2)C1c1ccccc1F (stereo unspecified) | . | 0 | -6 | 1 | . | -8 | . | .
COc1cc(C)c(S(=O)(=O)NCc2cccnc2)cc1C | -5 | 3 | 0 | -2 | -2 | -4 | 0 | .
Cc1cc(=O)[nH]c(SCc2nc3ccc([N+](=O)[O-])cc3[nH]2)n1 | 2 | . | 9 | . | 12 | . | 3 | .
CCN(C[C@@H]1N[C@H](CO)[C@H]1c1ccccc1)C(=O)c1ccncc1 | -18 | 7 | -3 | -3 | 6 | -4 | -8 | 0.0
C=CCSc1nc2sc3c(c2c(=O)n1CC)CCc1ccccc1-3 | . | 0 | 6 | 13 | . | -3 | . | .
COc1ccc(C(C)=O)cc1CSc1nncn1-c1ccccc1 | -6 | . | 2 | . | 0 | . | -2 | -0.9
CC(=O)c1cccc(N(CC(=O)Nc2cccnc2)S(C)(=O)=O)c1 | -15 | 0 | 6 | 4 | -1 | -3 | 0 | .
Nc1cccc(S(=O)(=O)Nc2ccc(SC(F)F)cc2)c1 | -23 | 2 | -8 | -5 | 0 | -6 | 2 | 0.4
CCC1=NN2C(=N)/C(=C/c3ccc(OS(=O)(=O)c4ccc(C)cc4)c(OC)c3)C(=O)N=C2S1 | -15 | -2 | -21 | 5 | 10 | -4 | 1 | .
O=C(N[C@H]1CC[C@H](CCNS(=O)(=O)c2ccc(F)cc2)O[C@@H]1CO)c1cnccn1 | -11 | -3 | 1 | 2 | 1 | 6 | 4 | -0.1
N#CC1=C(Nc2ccccc2)SC=C(c2ccc(Br)cc2)N=C1N1CCOCC1 | . | 2 | 5 | 8 | . | 5 | . | .
Cc1ccc(Cn2ccc(O)c(Cc3ccccc3)c2=O)cc1 | -9 | . | -5 | . | -2 | . | -2 | .
COc1cc([C@@H]2CC=C(C(=O)O)[C@H](c3cccc(Cl)c3)N2S(=O)(=O)c2ccc(C)cc2)cc(OC)c1OC | -8 | -4 | 0 | 5 | 0 | 3 | -6 | -0.1
COc1ccc(-c2[nH]c(-c3ccc(C)cc3)nc2SCC(=O)NC2CCCC2)cc1 | -10 | 2 | 5 | 3 | 1 | -1 | 2 | 0.4
O=C(Oc1ccccc1-c1nnco1)c1ccccc1 | . | 4 | 7 | 2 | . | -14 | . | .
O=C(COC(=O)c1cc(-c2ccccc2)nc2ccccc12)Nc1ccc2c(c1)OCO2 | -17 | . | -1 | . | -1 | 3 | 7 | .
COc1ccc(/C=C/C(=O)OCC(=O)NC(C)CCc2ccccc2)cc1 (stereo unspecified) | -7 | 4 | -8 | -8 | -1 | 7 | 1 | 0.1

(next part)
compound | RAD52 anneal inh | RAD54 inh | ARNT TACC3 PPI | PglD DTNB | Casp6 inh | esBAF inh | ERp5 inh | E-selectin induc
CO[C@H]1CN(C)C(=O)c2cc(NC(=O)c3ccccc3)ccc2OC[C@H](C)N(CC2CC2)C[C@@H]1C | . | -14 | -7 | -1 | . | -4 | . | 0.2
COCC(=O)N1[C@H](C(=O)N2CCOCC2)[C@@H](CO)[C@@H]2Cn3c(ccc(C4=CCCCC4)c3=O)[C@@H]21 | 9 | 0 | -3 | 3 | 2 | 1 | -1 | 0.3
COc1cc(Br)cc(/C=C/c2ccc3cccc(O)c3n2)c1O | -13 | -9 | . | 0 | 2 | 13 | 4 | 0.3
CC1CN(C(=S)NC(=O)C2CCCCC2)CC(C)O1 (stereo unspecified) | 0 | -13 | -3 | -2 | 0 | . | 4 | -0.9
COc1cc(/C=N\Nc2nc3ccccc3o2)cc(OC)c1OC | . | -12 | 5 | 2 | . | 51* | . | .
O=C(CS(=O)(=O)c1cn(Cc2ccccc2Cl)c2ccccc12)N1CCOCC1 | . | 4 | -20 | 2 | . | -3 | . | .
CCOC(=O)C1CCN(CC(O)COc2ccc(C(C)=O)cc2)CC1 (stereo unspecified) | . | -6 | -4 | -2 | . | -5 | . | .
Cc1ncc(CN2CCC(C(=O)Nc3ccc(Oc4cccnc4)cc3)CC2)cn1 | -13 | 3 | . | 0 | -9 | -3 | -4 | 0.0
